Screening results as filed in PubChem BioAssay.
MEKK2 mut-MEK5: signal of MEK5 binding to mutant human MEKK2 PB1 domain. 0.35% of 290,000 active. percent response, % at 10 µM. bead flow cytometry, Alexa488-MEK5 binding to MEKK2 mutant. AID 1530; in the data active means percent response above about 24%, passing the limit was not always enough; further: inactives centre near 1; some results filed as inactive read as strong as hits; reference of the scale not given here
PHOSPHO1 inh: blocks human PHOSPHO1 phosphatase activity; Q8TCT1; recombinant PHOSPHO1, absorbance phosphatase assay; inhibition, % at 13.3 µM; 1.1% of 290,000 active; AID 1565; in the data active means inhibition above about 60%
Target sequence (Q8TCT1 whole entry, looked up): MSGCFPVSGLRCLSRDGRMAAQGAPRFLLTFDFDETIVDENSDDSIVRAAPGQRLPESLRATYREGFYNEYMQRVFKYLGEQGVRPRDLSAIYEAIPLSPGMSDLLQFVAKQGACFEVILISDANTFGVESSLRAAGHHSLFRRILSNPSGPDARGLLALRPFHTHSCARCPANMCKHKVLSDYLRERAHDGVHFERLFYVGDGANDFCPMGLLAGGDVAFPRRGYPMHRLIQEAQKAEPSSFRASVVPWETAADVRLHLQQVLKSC
MEKK3 PB1 HTS: raises or lowers MEK5 binding to the human MEKK3 PB1 domain; bead-based flow cytometry, Alexa488-MEK5 binding to MEKK3; actives lie on both sides; 0 = blocked by unlabeled MEK5, 100 = vehicle; 1.4% of 290,000 active; Q99759; AID 1529; binding response (% of control), % at 10 µM;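 active means binding response more than 3 SD above or below the average of its plate-row segment, actives on both sides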;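 further: Alexa488 bead fluorescence after subtracting the streptavidin-only scavenger bead signal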
MEKK2wt PB1 HTS: raises or lowers MEK5 binding to wildtype human MEKK2 PB1 domain; Q9Y2U5; bead flow cytometry, Alexa488-MEK5 binding to MEKK2 WT; actives lie on both sides; binding response (% of control), % at 10 µM; 1.1% of 290,000 active; AID 1531; in the data active means binding response below about 67% or above about 130%
GPR7 antag: blocks human GPR7 receptor signaling | 1.1% of 290,000 active | inhibition, % at 4.4 µM | P48145 | GPR7-expressing cells, fluorescence antagonist assay; in the data active means inhibition above about 16%, passing the limit was not always enough;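 further: cells stimulated with the agonist NPW; 0% = agonist with vehicle and 100% = vehicle without agonist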
V1R ag counter: counter-screen for oxytocin receptor agonists: human V1a receptor agonists; P37288; CHO-V1R cells, Fluo-8 calcium fluorescence, agonist mode; 0% DMSO, 100% 3 nM vasopressin; activation, % at 3 µM; 0.25% of 320,000 active; AID 2797;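 active means activation above the mean activation of all tested compounds plus 3 SD, per screening run, cut at about 20% in these data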;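 further: signal is peak over basal fluorescence ratio across a 100 second FLIPR read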
Target sequence (P37288 whole entry, looked up): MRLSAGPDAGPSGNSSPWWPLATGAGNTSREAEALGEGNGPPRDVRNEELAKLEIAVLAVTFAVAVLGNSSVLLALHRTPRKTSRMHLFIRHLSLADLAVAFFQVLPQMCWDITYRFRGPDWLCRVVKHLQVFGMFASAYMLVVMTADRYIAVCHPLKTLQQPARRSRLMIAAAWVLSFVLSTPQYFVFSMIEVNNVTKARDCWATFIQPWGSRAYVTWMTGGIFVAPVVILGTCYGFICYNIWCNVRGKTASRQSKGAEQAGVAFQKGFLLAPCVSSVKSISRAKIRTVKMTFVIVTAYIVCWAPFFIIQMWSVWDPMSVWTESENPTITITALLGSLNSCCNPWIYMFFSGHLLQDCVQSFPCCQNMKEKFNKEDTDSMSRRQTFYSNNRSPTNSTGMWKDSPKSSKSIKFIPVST
GalR3 antagonist: blocks the human galanin receptor 3; HEK293 GalR3-CNG cAMP membrane potential fluorescence; galR3 body fused to GalR1 C-terminus; 0.44% of 360,000 active; AID 651719; inhibition, % at 3 µM; O60755;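 active means inhibition above the screen-wide average plus 3 SD, cut at about 13% in these data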;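 further: forskolin and galanin both at EC90 stimulate the cells; cAMP rise reported by CNG channel membrane potential dye signal; 0% = forskolin plus galanin with DMSO and 100% = forskolin alone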
OXTR ag: human OXTR agonism. P30559. CHO-OTR cells, Fluo-8 calcium fluorescence; normalized: DMSO 0%, oxytocin 100%. activation, % at 3 µM. 0.32% of 320,000 active. AID 2435;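 active means activation above the mean of all tested compounds plus 3 SD, cutoff set per screening run, cut at about 20% in these data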;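 further: peak over basal fluorescence ratio from a 100 s FLIPR kinetic read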
Target sequence (P30559 whole entry, looked up): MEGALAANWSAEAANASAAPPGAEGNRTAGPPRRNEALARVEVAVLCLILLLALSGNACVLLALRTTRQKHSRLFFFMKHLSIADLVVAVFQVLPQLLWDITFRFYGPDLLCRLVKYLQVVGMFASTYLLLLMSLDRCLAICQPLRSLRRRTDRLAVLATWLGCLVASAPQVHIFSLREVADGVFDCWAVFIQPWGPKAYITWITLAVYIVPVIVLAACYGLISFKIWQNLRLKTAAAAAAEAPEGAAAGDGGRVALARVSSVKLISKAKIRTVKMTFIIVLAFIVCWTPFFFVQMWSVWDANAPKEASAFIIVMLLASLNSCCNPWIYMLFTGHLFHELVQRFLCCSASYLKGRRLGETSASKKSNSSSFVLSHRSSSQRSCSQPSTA
NALP1 inh: blocks the NALP1 inflammasome reconstituted in yeast | AID 2071 | 0.61% of 280,000 active | S. cerevisiae NALP1/ASC/caspase-1 growth, X-gal OD620, 72 h | inhibition, % at 10 µM; in the data active means inhibition mostly above about 24%, no sharp cut-off; inactive means mostly below about 32%; further: some compounds called inactive have numbers as strong as hits
Active calls of the source: *; . = not tested or not shown; & = joins results of further samples.

SMILES	MEKK2 mut-MEK5	PHOSPHO1 inh	MEKK3 PB1 HTS	MEKK2wt PB1 HTS	GPR7 antag	V1R ag counter	GalR3 antagonist	OXTR ag	NALP1 inh
N#CCn1cc(/C=N/NC(=O)c2cc3c(ccc4ccccc43)o2)c2ccccc21	-7.0	34.7	91.0	88.0	15.7	0.1	-7.8	0.1	.
COc1ccc(CCNS(=O)(=O)c2ccc3c(c2)n(C)c(=O)c(=O)n3C)cc1OC	14.0	-9.3	108.0	111.0	-13.3	.	1.3	.	17.1
Cc1ccc(CCNC(=O)C2CCN(S(=O)(=O)c3ccc4nc5c(c(C(=O)O)c4c3)CCCC5)CC2)cc1	0.0	18.5	100.0	102.0	-14.5	-0.9	-3.0	-0.5	6.5
CC(C)(C)C(=O)Nc1ccc(N2CCCC2)cc1	2.0	11.4	99.0	103.0	-4.5	-0.5	2.4	-0.5	5.0
O=C1C2C3CC(C2C(=O)N1c1cccc(Cl)c1)[C@H](O)C3O (some centres not stated)	0.0	7.5	99.0	95.0	-3.8	0.3	-3.9	-0.8	.
CCN1C(=O)C2(C(C#N)=C(N)Oc3c2c(C)nn3-c2ccccc2)c2ccccc21 (configuration not stated)	0.0	8.7	101.0	98.0	-4.8	2.4	.	4.8	11.3
CCC(c1nnnn1C1CCCCC1)N1CCN(C2CCCC2)CC1 (configuration not stated)	10.0	16.7	111.0	120.0	9.0	0.6	-0.4	1.3	7.6
CC(CC(=O)Nc1ccc2c(c1)OCCO2)c1ccccc1 (configuration not stated)	-2.0	45.7	98.0	95.0	-3.0	0.5	-3.4	-0.4	36.6
O=C(N/N=C/c1cccs1)/C(=C/c1ccccc1)NC(=O)c1ccccc1	-1.0	6.0	106.0	101.0	-11.2	-0.3	1.9	-0.8	14.7
Cc1cc(C)[n+]2n1C(=O)C(c1ccccc1)=C2[O-]	1.0&-1.0	32.6&-4.4	105.0&100.0	98.0&99.0	-6.1&-1.7	1.3&1.8	-5.9&-6.5	0.3&-0.8	13.1&20.1
COc1ccc(-n2nc(C(=O)NCC(=O)NCc3ccc(F)cc3)c3ccccc3c2=O)c(OC)c1	1.0	-1.4	102.0	102.0	-2.0	.	-2.3	.	1.4
CC(C)Nc1nc(NC(C)C)nc(SCCOC(=O)Nc2ccc(Cl)cc2Cl)n1	-1.0	-7.4	100.0	98.0	1.0	0.8	-3.5	-0.8	37.7
CCCCOCP(=O)(CC)COCCCC	8.0	-3.2	98.0	99.0	2.2	0.0	-3.7	0.4	-19.0
Cc1c(C(=O)NC2CCCc3ccccc32)oc2ccc(S(=O)(=O)N3CCCCC3)cc12 (configuration not stated)	-3.0	11.0	93.0	97.0	14.8	1.9	6.3	-0.8	14.7
O=C(COC(=O)CCC(=O)c1cccs1)NC(=O)c1ccc(OC(F)F)cc1	-1.0	-15.6	103.0	98.0	-14.7	0.5	-6.7	2.6	-18.0
Cc1ccc(S(=O)(=O)C(CCC(=O)c2ccc(Cl)cc2)C(N)=O)cc1 (configuration not stated)	0.0	-8.3	100.0	97.0	-14.4	-2.0	-5.7	-2.6	17.1
O=C(CN1C(=O)c2ccccc2S1(=O)=O)NC1CC2CCC1C2 (configuration not stated)	1.0	6.4	102.0	105.0	-1.1	2.4	-3.1	0.9	-0.1
Nc1ccc(CN2CCOCC2)cc1	-13.0	-7.3	95.0	87.0	-16.6	-0.5	-9.8	0.7	2.9
COc1ccc(CCNC(=O)COc2ccc(S(=O)(=O)NCC(C)C)cc2Cl)cc1OC	9.0	3.6	105.0	106.0	6.8	2.9	-1.3	1.2	25.9
Cc1cccc(NC(=O)CNC(=O)N2CC(=O)Nc3ccccc32)c1C	-1.0	42.6	99.0	97.0	3.9	0.3	-6.2	0.5	26.6
CC(NC(=O)c1ccc(-c2cc(C(F)(F)F)ccc2Cl)o1)c1ccccc1 (configuration not stated)	4.0	-6.0	103.0	103.0	4.1	0.3	-4.3	-0.1	4.2
O=S(=O)(Nc1ncn[nH]1)c1ccc(Cl)cc1	.	15.2	.	.	-7.5	0.6	-0.8	0.0	.
CCCCCCCOc1ccc(OC(=O)c2ccncc2)cc1	-2.0	-9.3	101.0	101.0	-4.0	0.3	-8.6	-0.3	15.2
CCC1Sc2ccc(S(=O)(=O)CCC(=O)N3CCc4ccccc43)cc2NC1=O (configuration not stated)	-2.0	48.8	99.0	101.0	-20.7	1.5	1.6	-0.9	16.7
NS(=O)(=O)c1ccc(NC(=O)c2cc(=O)c3ccccc3o2)cc1	-5.0	30.7	99.0	96.0	-1.0	-0.5	-5.7	0.1	23.8

In a second layout: results already given
> O=C(CN1C(=O)c2ccccc2S1(=O)=O)NC1CC2CCC1C2 (configuration not stated)
  MEKK2 mut-MEK5: 1.0
  PHOSPHO1 inh: 6.4
  MEKK3 PB1 HTS: 102.0
  MEKK2wt PB1 HTS: 105.0
  GPR7 antag: -1.1
  V1R ag counter: 2.4
  GalR3 antagonist: -3.1
  OXTR ag: 0.9
  NALP1 inh: -0.1

> Nc1ccc(CN2CCOCC2)cc1
  MEKK2 mut-MEK5: -13.0
  PHOSPHO1 inh: -7.3
  MEKK3 PB1 HTS: 95.0
  MEKK2wt PB1 HTS: 87.0
  GPR7 antag: -16.6
  V1R ag counter: -0.5
  GalR3 antagonist: -9.8
  OXTR ag: 0.7
  NALP1 inh: 2.9

> COc1ccc(CCNC(=O)COc2ccc(S(=O)(=O)NCC(C)C)cc2Cl)cc1OC
  MEKK2 mut-MEK5: 9.0
  PHOSPHO1 inh: 3.6
  MEKK3 PB1 HTS: 105.0
  MEKK2wt PB1 HTS: 106.0
  GPR7 antag: 6.8
  V1R ag counter: 2.9
  GalR3 antagonist: -1.3
  OXTR ag: 1.2
  NALP1 inh: 25.9

> Cc1cccc(NC(=O)CNC(=O)N2CC(=O)Nc3ccccc32)c1C
  MEKK2 mut-MEK5: -1.0
  PHOSPHO1 inh: 42.6
  MEKK3 PB1 HTS: 99.0
  MEKK2wt PB1 HTS: 97.0
  GPR7 antag: 3.9
  V1R ag counter: 0.3
  GalR3 antagonist: -6.2
  OXTR ag: 0.5
  NALP1 inh: 26.6

New compounds follow.
SMILES	MEKK2 mut-MEK5	PHOSPHO1 inh	MEKK3 PB1 HTS	MEKK2wt PB1 HTS	GPR7 antag	V1R ag counter	GalR3 antagonist	OXTR ag	NALP1 inh
Cc1occc1C(=O)N/N=C/c1c(O)ccc2ccccc12	-5.0	17.4	101.0	103.0	4.0	5.4	-9.7	4.8	-9.6
CCOC(=O)CCn1nc(-c2ccc(C)cc2)c2ccccc2c1=O	-9.0	45.5	95.0	97.0	-3.8	-1.7	-5.5	-2.5	3.7
COc1cc(C(=O)NC(C)Cc2cccs2)cc(OC)c1OC (configuration not stated)	-8.0	21.9	100.0	90.0	-10.3	-0.5	0.4	-1.2	5.3
O=C(Nc1nc2ccccc2s1)c1ccc(OCC2CCCO2)cc1 (configuration not stated)	1.0	-11.4	102.0	101.0	3.3	4.2	-6.3	1.8	29.0
COc1ccc(NC(=O)c2cc([N+](=O)[O-])ccc2N2CCN(C)CC2)cc1	-10.0	15.8	89.0	85.0	20.5	0.7	-2.8	2.0	7.5
O=C(Cn1cnnn1)NCc1ccccc1	-3.0	18.4	100.0	96.0	-9.8	0.1	-7.3	0.3	8.3
CSc1nnc(-c2ccc(F)cc2)o1	0.0	1.7	100.0	97.0	-6.2	0.2	-7.3	0.7	17.1
N#C/C(=N\Nc1ccc(Cl)cc1)C(=N)N1CCCCCC1	-1.0	23.3	105.0	100.0	6.5	0.3	8.2	0.6	-6.1
O=C(CCc1nnc(CCCc2ccccc2)o1)NCC(F)(F)F	-5.0	27.1	104.0	98.0	-5.4	1.1	-5.0	-0.3	5.3
CC(C)c1cc(C(=O)N2CCCC(Nc3ccc(F)c(F)c3)C2)nc(N)n1 (configuration not stated)	3.0	2.9	101.0	104.0	-9.9	-0.5	-2.1	0.5	5.5
COc1ccccc1/C=N/n1nnnc1N	1.0	4.7	104.0	104.0	12.1	.	-11.6	.	2.9
CCn1c(COc2ccc(C)cc2)nnc1SCC(=O)Nc1ccc(S(N)(=O)=O)cc1	12.0	26.1	111.0	106.0	0.8	-0.9	-3.2	-1.9	0.9
CCOC(=O)NC(=O)/C(C#N)=C/c1ccc(N(C)C)cc1	-13.0	25.4	95.0	99.0	-13.3	3.4	-2.5	6.1	10.5
Cc1ccc(S(=O)(=O)C2(C(=O)Nc3cccc(F)c3)CC2)cc1	10.0	2.0	111.0	115.0	-13.1	-1.7	0.9	-0.2	38.3
COc1ccc(Br)cc1C(=O)Nc1ccc(C(=O)O)cc1	-1.0	20.0	91.0	106.0	1.4	-0.3	-7.1	1.0	10.8
O=C(c1ccc([N+](=O)[O-])cc1)N1CCC(n2nnc3cc(F)ccc32)CC1	-10.0	12.5	104.0	93.0	-10.4	0.2	-7.5	0.3	9.0
O=C(N/N=C/c1ccco1)c1[nH]ncc1Br	-5.0	26.5	97.0	91.0	6.1	.	-5.0	.	8.8
CCN1C(=O)CSC1=NC12CC3CC(CC(C3)C1)C2	3.0	27.6	102.0	100.0	-9.3	-0.2	-2.2	-1.1	5.5
NC(=O)C1CCN(C(=O)c2ccccc2CCc2ccccc2)CC1	6.0	4.6	105.0	108.0	-11.3	.	-11.1	.	6.4
O=C(NCc1ccc2c(c1)OCO2)C(C(=O)c1ccccc1)n1cc(Cl)ccc1=O (configuration not stated)	1.0	-5.2	132.0*	106.0	-8.7	0.7	-0.9	-1.7	9.8
COC(=O)c1cn[nH]c1NC(=S)Nc1ccc(Cl)c(Cl)c1	-1.0	32.3	102.0	101.0	5.4	4.6	-5.4	10.7	3.4
S=C(NCc1ccccc1)Nc1ccc(Oc2ccccc2)cc1	0.0	.	97.0	103.0	27.7*	5.0	0.3	2.6	3.6
Cc1ccc(S(=O)(=O)N2CCOCC2)cc1C(=O)NCC1CCCO1 (configuration not stated)	1.0	12.5	101.0	104.0	-16.1	0.3	0.1	0.1	23.5
Cc1cccc(Cn2c(C)nc3ccc([N+](=O)[O-])cc3c2=O)c1	8.0	45.3	101.0	101.0	45.4*	3.8	-10.4	0.1	20.5
Cc1cc(C)cc(OC(=O)N2CCOCC2)c1	-4.0	35.8	96.0	97.0	-8.4	-0.2	-0.3	-0.2	15.8
SMILES	MEKK2 mut-MEK5	PHOSPHO1 inh	MEKK3 PB1 HTS	MEKK2wt PB1 HTS	GPR7 antag	V1R ag counter	GalR3 antagonist	OXTR ag	NALP1 inh
C[C@H](NC(=O)OCc1ccccc1)c1nnc([C@H](C)NC(=O)OCc2ccccc2)o1	2.0	13.3	105.0	105.0	.	-0.6	-8.0	4.6	.
O=C1Nc2ccc(Cl)cc2C12OCCCO2	8.0	34.0	108.0	107.0	-3.5	.	-0.4	.	-0.9
CCOc1ccc(NS(=O)(=O)c2ccc(NC(=S)NC(=O)C(C)C)cc2)cc1	11.0	7.8	109.0	106.0	14.2	8.0	-2.7	8.7	9.9
C=CCNc1sc(C(=O)c2ccc(Br)s2)c(N)c1C#N	-6.0	81.6*	95.0	89.0	2.3	0.1	0.8	0.2	25.1
O=C(CN1CCCC1=O)NC1CCCc2c1cnn2-c1cc(F)cc(F)c1 (configuration not stated)	10.0	47.7	104.0	110.0	-12.1	0.0	-2.0	0.7	0.5
CN(C)S(=O)(=O)c1ccc(C(=O)Nc2nnc(SCc3ccccc3)s2)cc1	-2.0	11.0	103.0	100.0	4.8	0.5	-2.2	1.0	28.0
S=C(NCc1ccccc1)N1CCn2cccc2C1c1ccncc1 (configuration not stated)	-4.0	-11.8	104.0	97.0	-4.4	0.9	-9.1	1.1	16.1
O=C(Cn1cnc2cc([N+](=O)[O-])ccc2c1=O)Nc1cccc(S(=O)(=O)N2CCOCC2)c1	-10.0	27.8	99.0	90.0	2.6	1.0	-4.0	0.2	14.9
